# TrxR1 substrate = rat thioredoxin reductase 1 substrate activity; O89049; purified TrxR1 substrate turnover, NADPH consumption readout; Potency, µM (top dose mostly 114 µM), inactives show top-dose activity change, negative = substrate turnover; 390,000 tested, 0.01% active; AID 588456; further: potency means the concentration at half of the fitted maximal effect; on the % scale 0 is the no-effect control and ±100 the full control effect; nearly all actives have a fitted effect of over 50% in size
#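 Rat TrxR1, dispensed at 90 nM, was prereduced with 400 uM NADPH (final) for 5 min at ~22 deg C, then incubated with compound 15 min before 400 uM selenite. A first-read NADPH fluorescence drop versus no-compound background flagged substrates.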
# IDH1 R132H inh = human IDH1 R132H inhibition; IDH1-R132H enzyme, NADPH consumption, diaphorase/resazurin fluorescence; Potency, µM (titrated, usually from 76.6 µM), inactives show top-dose activity change, negative = inhibition, most hits filed as inhibitors; 390,000 tested, 0.093% active; further: potency means the concentration at half of the fitted maximal effect; on the % scale 0 is the no-effect control and ±100 the full control effect; nearly all actives have a fitted effect of over 65% in size
#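 IDH1-R132H (0.5 ug/mL) preincubated 30 min with compound, then NADPH (0.016 mM) and alpha-KG (2 mM) added; 80 min at RT, pH 7.5. Remaining NADPH coupled via diaphorase/resazurin to fluorescence (540/590 nm); concentration-response curves normalized to no-enzyme control.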
# RGS4 inhibitor = blocks human RGS4-accelerated GTP hydrolysis. Potency, µM (doses to about 114 µM), without a hit: at the top dose activity change, negative = inhibition, actives largely listed as inhibitors. Transcreener GDP fluorescence polarization, RGS4-accelerated GTP hydrolysis. AID 504845. P49798. 390,000 tested, 0.039% active; further: potency means the concentration at half of the fitted maximal effect; on the % scale 0 is the no-effect control and ±100 the full control effect; nearly all actives have a fitted effect of over 75% in size; some results filed as inactive show a strong effect at the top dose
# Target sequence (P49798 whole entry, looked up): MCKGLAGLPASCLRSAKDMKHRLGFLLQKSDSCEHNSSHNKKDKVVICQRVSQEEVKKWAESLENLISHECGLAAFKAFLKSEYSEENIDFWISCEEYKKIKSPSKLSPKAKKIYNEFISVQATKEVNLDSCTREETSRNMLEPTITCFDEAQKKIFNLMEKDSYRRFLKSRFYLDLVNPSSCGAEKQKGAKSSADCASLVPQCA
#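 MLSMR compounds (23 nl, pin-transferred) preincubated 10 min at room temperature with a 500nM (2x) first reagent, then RGS4 at 900nM (2x) plus Transcreener GDP mix added; fluorescence polarization (620/688 nm) read before and after 90 min at 30 °C.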
# LDHA inh = LDHA (human) enzyme inhibition; purified LDHA, NADH/diaphorase-resazurin fluorescence; stronger effect = lower value; activity change, % (values are at about 110 or 230 µM); 480,000 tested, 0.15% active; in the data active means activity change below about -30%; inconclusive means mostly about -25% to -30%;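 further: plate controls were DMSO wells for no effect and wells without enzyme for full effect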
#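 Enzyme activity of human lactate dehydrogenase 5 (2 nM; 0.06 mM NADH, 0.2 mM pyruvate, 5 min, RT) is measured via a resazurin/diaphorase fluorescence readout of residual NADH.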
# TrxR1 inh = blocks rat thioredoxin reductase 1; O89049; recombinant rTrxR1, NADPH fluorescence consumption, selenite substrate; Potency, µM (doses to about 114 µM), for the others: at the highest dose activity change, negative = inhibition, hits mostly inhibitors; 390,000 tested, 1% active; AID 588453; further: potency means the concentration at half of the fitted maximal effect; on the % scale 0 is the no-effect control and ±100 the full control effect; nearly all actives have a fitted effect of over 65% in size
#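 Rat TrxR1 (90 nM in the dispensed reagent) was pre-reduced with 400 uM NADPH for 5 min at room temperature, then incubated with compound for 15 min. After 400 uM selenite was added, NADPH fluorescence (Ex 340/Em 450 nm) was followed for 8 min.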
# Vif-A3F inh = Vif-A3F binding inhibition. HeLa A3F-eYFP + Vif (tagged APOBEC3F with the HIV-1 protein that degrades it), YFP fluorescence increase. Potency, µM (highest dose often 46.1 µM), for the others: at the highest dose activity, negative = active. 390,000 tested, 0.2% active. AID 602313; further: potency means the concentration at half of the fitted maximal effect; % of control where 0% means no effect; nearly all actives have a fitted effect of over 65% in size
#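 Fluorescence increase (Ex 488/Em 500-530) after overnight compound treatment at 37 deg C flags inhibition of Vif-driven A3F-eYFP loss in stable HeLa A3F-eYFP/Vif cells seeded overnight beforehand.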
# USP1-UAF1 inh = inhibitors of human USP1/UAF1 deubiquitinase; recombinant USP1/UAF1, Ub-Rhodamine cleavage fluorescence; Potency, µM (highest dose often 57.1 µM), for inactives: at the highest dose activity change, negative = inhibition, hits mostly inhibitors; 390,000 tested, 0.23% active; AID 743255; further: potency means the concentration at half of the fitted maximal effect; on the % scale 0 is the no-effect control and ±100 the full control effect; nearly all actives have a fitted effect of over 60% in size; inactives centre near -12
# Target sequence (O94782 whole entry, looked up): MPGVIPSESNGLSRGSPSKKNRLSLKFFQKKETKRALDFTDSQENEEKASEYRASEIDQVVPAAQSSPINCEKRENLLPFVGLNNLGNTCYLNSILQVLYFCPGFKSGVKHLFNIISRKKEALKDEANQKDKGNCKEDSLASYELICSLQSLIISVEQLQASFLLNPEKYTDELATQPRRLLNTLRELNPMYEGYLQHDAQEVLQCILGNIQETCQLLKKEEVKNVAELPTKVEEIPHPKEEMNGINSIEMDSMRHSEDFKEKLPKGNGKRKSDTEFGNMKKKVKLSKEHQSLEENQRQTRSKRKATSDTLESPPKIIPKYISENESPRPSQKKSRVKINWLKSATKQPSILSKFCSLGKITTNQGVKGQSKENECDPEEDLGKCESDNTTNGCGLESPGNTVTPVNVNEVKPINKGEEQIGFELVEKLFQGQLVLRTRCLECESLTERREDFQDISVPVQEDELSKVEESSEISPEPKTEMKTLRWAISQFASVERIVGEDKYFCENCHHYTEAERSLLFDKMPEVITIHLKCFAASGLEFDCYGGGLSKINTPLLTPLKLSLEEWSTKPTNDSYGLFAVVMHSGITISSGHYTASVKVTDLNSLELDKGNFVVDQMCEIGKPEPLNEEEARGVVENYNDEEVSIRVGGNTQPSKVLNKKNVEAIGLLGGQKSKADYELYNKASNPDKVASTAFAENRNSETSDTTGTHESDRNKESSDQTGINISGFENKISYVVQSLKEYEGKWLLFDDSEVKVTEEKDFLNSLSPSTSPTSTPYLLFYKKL
#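 1 nM enzyme complex + cpd, 15 min RT; start with Ub-Rho 150nM final; kinetic fluorescence ex 480/em 540, 6 reads q60 s. Buffer 50mM HEPES pH 7.8, 0.5mM EDTA, 0.1 mg/ml BSA, 1mM TCEP, 0.01% Tween-20.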
# Vif-APOBEC3G blk = Vif-A3G binding inhibition. Q9HC16. HeLa A3G-eYFP + Vif (tagged APOBEC3G with the HIV-1 protein that degrades it), YFP fluorescence, overnight. Potency, µM (highest dose often 46.1 µM), inactives show at the top dose activity, negative = active, hits mostly inhibitors. 410,000 tested, 0.076% active. AID 602310;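 further: potency means the concentration at half of the fitted maximal effect; on the % scale 0 is the no-effect control and ±100 the full control effect; nearly all actives have a fitted effect of over 60% in size; hits raise eYFP signal because A3G escapes Vif-driven loss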
#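 HeLa cells stably expressing Vif and C-terminally eYFP-tagged A3G, seeded overnight at 37 deg C, then exposed to compound by pintool overnight at 37 deg C. Rise in yellow fluorescence (Ex 488/Em 500-530, Acumen) marks blocked Vif-driven A3G degradation.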
# Glioma ERSR ind = induces the endoplasmic reticulum stress response in human glioma cells; U87-MG GRP78 promoter luciferase reporter, 16 h; Potency, µM, without a hit: at the top dose activation, usual class: activators; 420,000 tested, 0.02% active; AID 602332; further: potency means the concentration at half of the fitted maximal effect; series mostly up to about 76 µM; % of control where 0% means no effect; nearly all actives have a fitted effect of over 35% in size
#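 ERSR induction read as luciferase luminescence (Bright-Glo, 10 min at room temperature) in stably transfected human U87-MG glioma cells exposed to compounds for 16 h, using GRP78 as sensor.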
# Starred values were filed as active, the others as inactive; ? = inconclusive; & = joins results of further samples; [ ] = another dose, or the depositor's remark. Unless noted, the call rests on the fitted dose curve; in most records, active means well fitted curve in the direction sought with a large enough effect; inconclusive means small, poorly fitted or top-dose-only effect, or another doubt; inactive means no such curve, though single readings can be large; an effect the other way counts as inactive or inconclusive. Only part of the results is shown; count on the stated rates, not on these rows.
structure,TrxR1 substrate,IDH1 R132H inh,RGS4 inhibitor,LDHA inh,TrxR1 inh,Vif-A3F inh,USP1-UAF1 inh,Vif-APOBEC3G blk,Glioma ERSR ind
Nc1ccc(S(=O)(=O)Nc2ccc(C(=O)c3ccccc3)cc2)cc1,-7.7%,-5.7%,-11.9%,-4.4,37.1%[11.4 µM],6.9%,-20.1%,2.0%,-4.0%
Cc1noc(NS(=O)(=O)c2ccc(NC(=O)c3oc4ccc(Cl)cc4c3C)cc2)c1C,-5.7%,-9.0%,25.6%,-20.7,-3.5%,8.3%,-19.3%,-21.7%,9.7%
COC(=O)c1c(C)nc2c(c(SC)nn2-c2ccccc2)c1N,19.5%,6.0%,-15.6%,-3.5,19.0%,-11.5%,-28.6%,-6.9%,-2.8%
COc1c(CC=C(C)C)c(O)cc2oc(=O)c3c4ccc(O)cc4oc3c12,39.0%[activator],?,-10.4%,-11.1,-4.8%,-8.1%,-4.1%,-0.6%,6.3%
COc1cc(C#Cc2c(-c3cncn3C)n(C)c3ccc(-c4ccc5cc[nH]c5c4)cc23)cc(OC)c1,36.6%[activator][57.1 µM],13.0%,-17.2%,-2.7,-50.8%,9.2%,-30.9%,-19.5%,-1.4%
COCCCNC(=O)CN(c1cc(OC)ccc1OC)S(=O)(=O)c1ccccc1,-4.4%,8.8%,-25.6%,0.3,-15.5%,-3.2%,-5.2%,-6.6%,-0.7%
CCOC(=O)c1c(CN2CCN(CCO)CC2)n(C)c2cc(Br)c(OC)cc12,-7.8%,3.6%,-27.1%,3.4,1.4%,-14.5%,-0.7%,5.3%,-2.9%
CC/C(O)=C1\C(=O)CCCC1=NCc1nc2ccccc2[nH]1,8.2%[57.1 µM],2.3%,13.3%,-4.5,7.1%[57.1 µM],0.7%,-1.3%,-0.2%,-5.0%
COC(=O)c1ccccc1NC(=O)CN1CCC(NC(=O)c2ccccc2C)CC1,4.7%,-4.2%,-9.7%,-16.6,20.8%,-3.8%,-12.7%,0.9%,10.8%
NC(=O)c1ccc(-c2ncc(-c3ccccc3)o2)cc1,469.5%[activator],3.3%,23.5%,-15.9,0.5%,-2.4%,-4.8%,-8.9%,-6.7%
N#CCCn1nc(-c2ccccc2)cc1Nc1ccccc1NC(=O)c1cccs1,-4.2%,2.6%,21.5%,-2.0,2.3%,5.5%,-21.1%,1.0%,-7.1%
Cc1cc(NC(=O)CN(C)CC(=O)Nc2ccc(Cl)cc2)no1,2.5%,6.0%,-18.8%,-1.5,13.1%,5.7%,-21.3%,0.0%,-1.4%
CCOC(=O)C(CC)n1cnc2c(nnn2-c2ccc(C)cc2)c1=O (stereo not given),1.6%,5.4%,-5.4%,-10.3,17.8%,-2.6%,0.4%,1.5%,1.0%
CN(C(=O)COC(=O)Cc1c(Cl)cccc1Cl)c1c(N)n(Cc2ccccc2)c(=O)[nH]c1=O,-20.7%,0.8%,2.6%,-2.9,?,-6.5%,-5.0%,-2.2%,-3.4%
COc1ccc(NS(=O)(=O)c2ccc(NC(C)=O)cc2)c(OC)c1,8.1%[57.1 µM],1.4%,?,5.2,7.0%[57.1 µM],3.2%,3.6%,-12.2%,-1.4%
CCCN(CC1CCCO1)C(=O)CCc1nnc(-c2cc(C)on2)o1 (stereo not given),2.0%[11.4 µM],-5.3%,-3.8%,-2.1,10.5%[11.4 µM],-0.7%,-5.3%,-2.6%,3.4%
COc1cccc(CNC(=O)CCS(=O)(=O)c2ccc3c(c2)NC(=O)CO3)c1,0.3%,-0.7%,27.4%,-2.1,14.5%,-6.3%,-25.1%,-6.2%,1.3%
COc1ccc(CN(C)CC(=O)Nc2cccc(S(=O)(=O)N3CCCC3)c2)cc1F,-0.2%,-1.3%,-9.9%,-0.1,9.5%,-10.3%,-6.8%,5.4%,2.7%
CCOc1ccc(C2/C(=C(\O)c3ccc4c(c3)OCCO4)C(=O)C(=O)N2CCCN2CCOCC2)cc1 (stereo not given),-13.5%,-0.4%,16.9%[11.4 µM],-2.6,?,-2.0%,-10.2%,1.5%,1.6%
Cc1cc(C)c(S(=O)(=O)NC2CC3CCC2C3)c(C)c1 (stereo not given),-15.1%,-3.4%,52.1%,-0.5,-19.0%,-2.9%,0.4%,1.0%,-4.0%
c1ccc(CSC2=NCCCN2)cc1,4.4%[57.1 µM],2.8%,-11.8%,-6.2&1.7,24.5%[57.1 µM],-2.3%,-13.9%,-0.5%,-2.8%
CC1CCN(S(=O)(=O)c2ccc3[nH]c(=O)c(=O)[nH]c3c2)CC1,19.5%,-2.0%,28.6%,-1.5,7.2%,-1.2%,-11.8%,1.7%,-1.6%
N#CCC(=O)NN=C1CCCCCCCCCCC1,-0.6%[57.1 µM],3.6%,-8.1%,-2.3,-29.2%[57.1 µM],2.8%,-10.0%,-1.2%,1.9%
COCCNc1nc2c(c(=O)n(Cc3cccc(Cl)c3)c(=O)n2C)n1C,3.7%&5.8%,0.0%&-2.9%,-2.8%&-2.5%,-1.5&-3.4,16.5%&16.1%,3.9%&7.1%,-20.3%&-16.2%,-10.7%&0.5%,-5.7%&2.0%
COC(=O)c1sccc1NC(=O)c1cnc2cc(C)nn2c1C,-3.6%,9.0%,-0.2%,-12.2,3.2%,17.0%,-0.5%,0.8%,-4.7%
CCC[C@@H]1C[C@@H](C(=O)N[C@@H](C2O[C@H](SC)[C@H](O)[C@@H](O)[C@H]2O)[C@H](C)Cl)N(C)C1 (stereo not given in full),2.5%,-6.8%,-25.6%,-8.0,24.4%,9.0%,-15.5%,-0.2%,-0.4%
COC(=O)c1ccc(S(=O)(=O)N2CCc3ccccc32)cc1,-1.4%,-5.7%,-2.1%,-3.0,14.9%,-9.6%,-22.9%,?,-0.9%
CC1(C)Cc2nc3oc4c(=S)nc[nH]c4c3cc2CO1,-7.7%,9.8%,?,6.8,11.2µM*,0.5%,-17.5%,-1.1%,11.0%
CCn1cc(C(=O)OCC(=O)Nc2cc(OC)cc(OC)c2)c(=O)c2ccc(C)nc21,7.5%,-2.4%,-12.1%,4.4,14.0%,-18.1%,-13.5%,-1.9%,-3.2%
CCOc1cccc(-c2nnc3sc(COc4ccc(OC)cc4)nn23)c1,6.9%[57.1 µM],-0.6%,-0.4%[11.4 µM],-6.6,-0.6%,4.4%,0.3%,5.8%,-8.5%

# Next part
structure,TrxR1 substrate,IDH1 R132H inh,RGS4 inhibitor,LDHA inh,TrxR1 inh,Vif-A3F inh,USP1-UAF1 inh,Vif-APOBEC3G blk,Glioma ERSR ind
CC1CC2CCCC(O)=C2C(=O)O1 (stereo not given),-0.6%[57.1 µM],9.0%,16.8%,1.1,6.2%[57.1 µM],-5.5%,-1.6%,1.5%,-1.8%
CC(C)(C)C(=O)NC(=S)Nc1ccc(S(=O)(=O)Nc2nccs2)cc1,1.0%[57.1 µM],-5.1%,-37.7%,-1.1,-22.0%[57.1 µM],19.2%,-26.2%,-7.1%,-1.7%
O=C(Cc1ccc(-c2ccccc2)cc1)Nc1ccccc1,-4.5%[57.1 µM],6.3%,2.5%,-8.3,-15.2%[57.1 µM],-3.4%,-16.8%,-3.9%,1.3%
Cc1ccc(C)c(N(C(=O)Cn2nnc(-c3cccs3)n2)C(C(=O)NC2CC2)c2ccc(C)o2)c1 (stereo not given),-2.5%[57.1 µM],1.0%,-1.4%,0.0,8.3%,-4.5%,-15.1%,-1.2%,-3.0%
CC(=O)Nc1c(C(=O)c2ccccc2)oc2ccccc12,-4.6%,1.3%,8.0%,0.0,-7.8%,-3.1%,-2.6%,0.0%,1.3%
CCOC(=O)C1=C(O)/C(=C/c2cccc(OC)c2O)N=C1C,-11.2%,1.1%,-10.7%,1.7,-13.7%,14.8%,-16.9%,-9.2%,4.4%
CN(C)c1ccc(C(C(=O)NCC2CCCO2)N(Cc2ccco2)C(=O)c2snc(C(N)=O)c2N)cc1 (stereo not given),-1.2%,5.7%,-21.4%,-0.9,2.4%,-7.1%,-13.0%,-0.4%,0.8%
COc1ccc(C(=O)Nc2cccnc2Cl)cc1OC,8.4%,0.0%,9.0%,-0.7,19.8%,1.4%,-17.9%,-11.1%,0.8%
N#Cc1c(-c2ccc(C(F)(F)F)cc2)cc(-c2ccccc2)[nH]c1=S,3.7%,-6.1%,-26.5%,-5.2,?,-20.5%,-4.9%,-0.1%,-2.4%
O=C(OCc1cc2ccccc2[nH]c1=O)c1ccc([N+](=O)[O-])cc1,-0.3%,-2.3%,-2.4%,-4.3,21.5%,-0.8%,-21.1%,-0.4%,-1.8%
CN(C)CCCN(C(=O)CCOc1ccccc1)c1nc2ccc(F)cc2s1,-3.4%,5.1%,-44.5%,-8.1,0.631µM*,6.1%,-1.1%,-21.9%,-14.0%
CCC(=O)N1CCN(c2ccc(NC(=O)c3ccc(C#N)cc3F)cc2Cl)CC1,-6.3%,2.1%,24.3%,4.3&0.8,0.4%,0.3%,-7.7%,0.4%,1.1%

# Screens: PubChem BioAssay, National Center for Advancing Translational Sciences (NCATS)
